Compound activity from PubChem BioAssay.
PvdQ inh = P. aeruginosa PvdQ acylase inhibition; actives 0.063% (n = 340,000); AID 488965; inhibition, % at 10 µM; purified PvdQ acylase, fluorescence plate reader; in the data active means inhibition above about 30%, passing the limit was not always enough; inconclusive means no clear call, values can overlap the other calls;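 further: 0% = vehicle neutral wells and 100% = reference inhibitor wells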
CAL PDZ FP-1 = CAL PDZ (human) peptide binding inhibition; actives 0.92% (n = 300,000); purified CAL PDZ, TMR-peptide fluorescence polarization, 1 h; inhibition, % at 24.9 µM; AID 602252; Q9HD26;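 active means mean inhibition of at least 30% with at least half of replicates also reaching 30%; inconclusive means no clear call, values can overlap the other calls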;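 further: 0% = DMSO neutral control and 100% = excess unlabeled competitor peptide PRC23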
SR-BI DiI inh = mouse SR-BI HDL lipid transfer inhibition; inhibition, % at 12.5 µM; AID 488896; ldlA[mSR-BI] CHO cells, DiI-HDL uptake fluorescence, 3 h; Q61009; actives 0.96% (n = 320,000);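 active means mean replicate inhibition of at least 70% and a set share of replicates each scoring 70 or more; inconclusive means meets just one of the two criteria; inactive means fails both criteria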;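 further: 0% = median of neutral control wells and 100% = median of positive control wells; values of inactives mirror those of a sister screen read the other way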
Target sequence (Q61009 whole entry, looked up): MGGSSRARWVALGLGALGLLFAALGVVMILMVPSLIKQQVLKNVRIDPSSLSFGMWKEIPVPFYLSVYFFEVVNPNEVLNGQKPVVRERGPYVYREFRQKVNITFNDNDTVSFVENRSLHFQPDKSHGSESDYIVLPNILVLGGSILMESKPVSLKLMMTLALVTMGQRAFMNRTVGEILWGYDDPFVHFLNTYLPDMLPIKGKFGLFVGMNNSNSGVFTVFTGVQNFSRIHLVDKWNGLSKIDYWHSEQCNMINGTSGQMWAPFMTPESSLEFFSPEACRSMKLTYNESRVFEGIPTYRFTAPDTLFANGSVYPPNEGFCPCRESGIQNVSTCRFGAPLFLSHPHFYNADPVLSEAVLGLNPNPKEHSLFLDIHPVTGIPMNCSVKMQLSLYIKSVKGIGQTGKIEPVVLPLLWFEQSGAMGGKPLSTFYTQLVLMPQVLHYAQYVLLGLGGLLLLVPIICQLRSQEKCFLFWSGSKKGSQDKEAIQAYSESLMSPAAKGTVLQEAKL
MITF act = activators of MITF-driven TRPM1 promoter activity in SK-MEL-5 cells. SK-MEL-5 TRPM1-promoter luciferase, 24 h; % of positive control, neutral wells = 0. actives 0.75% (n = 300,000). activation, % at 12.5 µM;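 active means mean activation of at least 80% with every replicate also reaching 80%; inconclusive means mean reaches 80% but some replicate falls short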;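 further: 0% = neutral control wells and 100% = parthenolide positive control wells; values of inactives mirror those of a sister screen read the other way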
SR-BI uptake up = enhances SR-BI lipid uptake from DiI-HDL | activation, % at 12.5 µM | CHO ldlA[mSR-BI] cells, DiI-HDL uptake fluorescence, 3 h; 100 = double the neutral-control signal | actives 0.096% (n = 320,000);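 active means mean replicate activation of at least 60% and every replicate at or above 60%; inconclusive means mean or all-replicate condition met, but not both; inactive means mean below 60% and not all replicates reaching 60%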;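 further: 0% = median plate neutral-control signal and 100% = twice that signal; values of inactives mirror those of a sister screen read the other way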
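System: CHO ldlA[mSR-BI] cells / Medium: HEPES-buffered (25 mM, pH 7.4) F12 plus 0.5% BSA / Probe or stimulus: labelled HDL, 10 µg/mL / Doses: single compound concentration, delivered by pin transfer / Schedule: 3 h, 37 °C / Measured by: DiI fluorescence, bottom read / Measure: cell-associated DiI fluorescence as measure of HDL uptake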
PfHsp90 yeast 2 = reduces growth (ATP signal) of yeast expressing P. falciparum Hsp90; S. cerevisiae expressing PfHsp90, BacTiter-Glo ATP, 48 h; yeast lacking PDR1 and PDR3 efflux regulators; inhibition, % at 9.4 µM; actives 0.32% (n = 310,000);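 active means every replicate shows inhibition above about 80%, whatever the replicate mean, limit read from the data; inconclusive means mean inhibition reaches the set limit but some replicate falls short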;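 further: 0% = DMSO neutral controls and 100% = 20 µM radicicol positive controls; yeast relying on Plasmodium falciparum Hsp90 in place of its own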
CAL PDZ FP-2 = human CAL PDZ-peptide interaction inhibition | Q9HD26 | purified CAL PDZ, TMR-peptide fluorescence polarization, 1 h | inhibition, % at 20 µM | actives 0.02% (n = 330,000) | AID 504414;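 active means highest replicate inhibition of at least 40%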;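 further: plate controls were DMSO neutral control wells for no effect and unlabeled competitor peptide control wells for full effect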
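Material – purified CerCALP PDZ construct · Detection – FP readout, S and P plane fluorescence · Measure – percent inhibition from loss of millipolarization · Controls – unlabelled peptide for full inhibition, DMSO wells as neutral · Probe or stimulus – TMR-labelled reporter peptide T*-PRC34 bound in PDZ groove · Times – 1 h at RT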
Rtt109 HAT inh = inhibitors of Candida albicans Rtt109/Vps75 histone acetyltransferase; purified Rtt109/Vps75, ThioGlo CoA-SH fluorescence, 4 h; actives 0.16% (n = 330,000); AID 540336; inhibition, % at 34.9 µM; Q5AAJ8;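 active means inhibition of at least 50% in every replicate; inconclusive means best replicate reaches 50% inhibition but some replicates fall short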
dFosB activator = activators of mouse delta FosB homodimer | purified delta FosB, TAMRA-CDK5 oligo fluorescence polarization; percent of positive-control signal above neutral wells | activation, % at 25 µM | actives 0.99% (n = 340,000);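 active means mean activation above about 17%, with every replicate also reaching it, limit read from the data, passing the limit was not always enough; inconclusive means only one of the two conditions met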;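 further: fluorescence polarization rise as delta FosB binds a TAMRA Cdk5 AP-1 oligo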
Target sequence (P13346 whole entry, looked up): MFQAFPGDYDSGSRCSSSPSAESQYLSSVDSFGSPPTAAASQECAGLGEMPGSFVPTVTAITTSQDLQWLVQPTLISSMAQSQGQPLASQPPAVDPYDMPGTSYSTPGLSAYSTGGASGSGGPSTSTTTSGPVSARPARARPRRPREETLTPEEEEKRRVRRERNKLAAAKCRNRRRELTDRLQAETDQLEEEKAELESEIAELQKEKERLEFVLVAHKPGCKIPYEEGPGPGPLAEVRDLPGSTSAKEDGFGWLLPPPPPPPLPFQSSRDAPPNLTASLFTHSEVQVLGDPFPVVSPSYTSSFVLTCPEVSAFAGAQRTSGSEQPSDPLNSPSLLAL
NSD2 inh = NSD2 (human) methyltransferase inhibition | O96028 | NSD2 peptide methylation, AlphaScreen, 120 min | inhibition, % at 12.5 µM | actives 0.54% (n = 310,000) | AID 743445; in the data active means inhibition above about 50%
* marks the source's active call; other numbers are inactive results; ? = inconclusive; / = not tested or not shown.

SMILES	PvdQ inh	CAL PDZ FP-1	SR-BI DiI inh	MITF act	SR-BI uptake up	PfHsp90 yeast 2	CAL PDZ FP-2	Rtt109 HAT inh	dFosB activator	NSD2 inh
CC1CCCN(CCCNC(=O)c2cc3c(s2)-c2ccccc2OC3)C1 (stereo unspecified)	-29	-5	-12	-34	12	7	-5.6	-410	10	-28
Cc1cccc(-c2noc(C3CCCCC3)n2)c1	-1	/	-10	37	10	/	-0.1	-5	1	-1
COc1ccc(C(=O)/C(C#N)=N/Nc2ccccc2[N+](=O)[O-])cc1	-1	1	-5	-10	5	2	0.5	-7	-2	4
COc1ccc(-n2nc3c(c2NC(=O)COc2cccc(OC)c2)CS(=O)(=O)C3)cc1	-5	0	5	3	-5	-1	-1.7	1	-11	5
COc1ccc(OC)c(NC(=O)c2ccc(N3C(=O)C4CC=C(C)CC4C3=O)cc2)c1 (stereo unspecified)	6	-4	64	-3	-64	9	-1.2	/	-17	-1
COc1ccc(C)cc1NC(=O)CCN1CCN(c2ccccc2)CC1	-12	0	3	5	-3	1	-2.3	-2	-3	5
Cc1csc2nc(CNC(=O)C3CCCCC3)cn12	-1	-6	-31	/	31	21	0.9	-15	0	/
c1csc(C2CCCN2c2nc3nonc3nc2NC2CC2)n1 (stereo unspecified)	-15	5	-6	-8	6	-5	-1.1	-4	-1	-3
O=C(NCc1ccc2c(c1)OCO2)c1cc(=O)[nH]c2ccccc12	-15	-2	/	-32	/	2	-2.2	-8	9	4
O=C(CN1CCCCC1)N/N=C/c1ccc(Cl)cc1Cl	0	-4	1	2	-1	-2	-0.4	1	-2	-1
CCOc1ccc(OC(=O)c2cccc(S(=O)(=O)N3CCN(C)CC3)c2)cc1	-10	-8	4	7	-4	-6	-0.8	-1	-9	1
CC(C)CN(C(=O)COC(=O)CCSc1ccc(F)cc1)c1c(N)n(Cc2ccccc2)c(=O)[nH]c1=O	-15	13	31	-8	-31	-17	-0.6	-4	-8	-3
CC1=NN(C(N)=S)C(=O)C1N=Nc1ccc(Cl)cc1 (stereo unspecified)	2	-4	6	80	-6	-9	24	11	-10	7
Cn1c(N/N=C/c2c[nH]c3ccccc23)nc2ccccc21	-8	1	32	44	-32	23	-1.1	20	?	-6
CCc1ccc(NC(=O)CCC(=O)N2CCSc3ccccc32)cc1	-8	0	4	2	-4	0	-0.7	20	1	/
CC1(C)Cc2cccc(Oc3ccc(S(=O)(=O)N4CCCCC4)cn3)c2O1	-10	21	-1	8	1	-38	1.1	-3	2	0
COC(=O)C1=C(C)N(C)C(=S)NC1c1cc(OC)ccc1OC (stereo unspecified)	-11	/	-4	-15	4	-18	0.0	3	-7	0
CCCCc1c(C)nc(Nc2ccc(OC)cc2)[nH]c1=O	0	-2	-60	28	60*	9	-1.1	4	2	0
Cc1ccc(NC(=O)C2CCN(S(=O)(=O)c3ccc4c(c3)NC(=O)C(C)S4)CC2)c(Cl)c1 (stereo unspecified)	-16	-3	31	-13	-31	10	-3.2	7	2	-1
Cc1onc(-c2c(F)cccc2Cl)c1C(=O)Nc1nccs1	3	1	-5	-3	5	-16	-3.7	/	-1	-2
COc1ccc2c(c1)C1CC(C)(NC(=O)C1C(=O)c1ccccc1)O2 (stereo unspecified)	-23	-2	23	/	-23	-29	-0.5	/	-5	/
Cn1cc(/C=C/C(=O)N2CCCC(C(=O)c3ccc(C(F)(F)F)cc3)C2)cn1 (stereo unspecified)	-6	-1	-2	9	2	0	-3.1	/	-5	-2
Cc1cc(=O)oc2c(O)c(O)ccc12	-7	-4	-6	4	6	-17	-2.6	4	6	/
CC(=O)Nc1ccc(NC(=O)Cn2c(-c3ccc(F)cc3)cnc2SCC(=O)Nc2c(C)cccc2C)cc1	3	-1	-24	/	24	/	-1.7	/	64*	2
COc1ccccc1-c1c(C)nn2c(N3CCN(c4ccccc4OC)CC3)cc(C)nc12	-1	/	2	-15	-2	17	-0.7	-1	-3	/
Cc1ccc(NC(=O)COC(=O)c2csc3c2CCC(C)C3)cc1S(=O)(=O)N1CCCCC1 (stereo unspecified)	-4	0	12	1	-12	-31	-2.5	0	-3	-2
CCCN(CCC)C(=S)Nc1cc(C(=O)OC)ccc1C(=O)OC	-5	-4	49	9	-49	-23	-0.9	-8	1	5
CCC1Oc2ccc(C)cc2N(CC(=O)NCc2ccccc2OC)C1=O (stereo unspecified)	-10	-2	-42	/	42	-20	-0.8	1	-6	-1
c1ccc(Nc2nc3ccccc3n3nnnc23)cc1	-7	5	21	10	-21	9	0.4	-6	2	/
CN(Cc1ccc(Cl)cc1Cl)C(=O)CNC(=O)c1ccco1	-15	-4	-10	1	10	-12	3.2	-3	-6	/

3 structures out of the list, sorted by length of the SMILES, low to high:
SMILES	PvdQ inh	CAL PDZ FP-1	SR-BI DiI inh	MITF act	SR-BI uptake up	PfHsp90 yeast 2	CAL PDZ FP-2	Rtt109 HAT inh	dFosB activator	NSD2 inh
O=C(NCc1ccc2c(c1)OCO2)c1cc(=O)[nH]c2ccccc12	-15	-2	/	-32	/	2	-2.2	-8	9	4
Cn1cc(/C=C/C(=O)N2CCCC(C(=O)c3ccc(C(F)(F)F)cc3)C2)cn1 (stereo unspecified)	-6	-1	-2	9	2	0	-3.1	/	-5	-2
COc1ccc(OC)c(NC(=O)c2ccc(N3C(=O)C4CC=C(C)CC4C3=O)cc2)c1 (stereo unspecified)	6	-4	64	-3	-64	9	-1.2	/	-17	-1

Compound profiles (already shown). Order of screens: PvdQ inh | CAL PDZ FP-1 | SR-BI DiI inh | MITF act | SR-BI uptake up | PfHsp90 yeast 2 | CAL PDZ FP-2 | Rtt109 HAT inh | dFosB activator | NSD2 inh
Shown for Cc1ccc(NC(=O)COC(=O)c2csc3c2CCC(C)C3)cc1S(=O)(=O)N1CCCCC1 (stereo unspecified) : -4 | 0 | 12 | 1 | -12 | -31 | -2.5 | 0 | -3 | -2
Shown for CN(Cc1ccc(Cl)cc1Cl)C(=O)CNC(=O)c1ccco1 : -15 | -4 | -10 | 1 | 10 | -12 | 3.2 | -3 | -6 | /
Shown for COC(=O)C1=C(C)N(C)C(=S)NC1c1cc(OC)ccc1OC (stereo unspecified) : -11 | / | -4 | -15 | 4 | -18 | 0.0 | 3 | -7 | 0

Back to the main list; the four compounds before the break are reprinted first.
SMILES	PvdQ inh	CAL PDZ FP-1	SR-BI DiI inh	MITF act	SR-BI uptake up	PfHsp90 yeast 2	CAL PDZ FP-2	Rtt109 HAT inh	dFosB activator	NSD2 inh
CCCN(CCC)C(=S)Nc1cc(C(=O)OC)ccc1C(=O)OC	-5	-4	49	9	-49	-23	-0.9	-8	1	5
CCC1Oc2ccc(C)cc2N(CC(=O)NCc2ccccc2OC)C1=O (stereo unspecified)	-10	-2	-42	/	42	-20	-0.8	1	-6	-1
c1ccc(Nc2nc3ccccc3n3nnnc23)cc1	-7	5	21	10	-21	9	0.4	-6	2	/
CN(Cc1ccc(Cl)cc1Cl)C(=O)CNC(=O)c1ccco1	-15	-4	-10	1	10	-12	3.2	-3	-6	/
CCOC(=O)C1CCN(C(=O)c2ccc(N3CCOCC3)c([N+](=O)[O-])c2)CC1	10	/	13	13	-13	3	-0.1	-3	1	1
O=C(N/N=C/c1ccncc1)c1ccc2c(c1)OCO2	-8	2	-16	30	16	-3	-1.0	-2	-4	1
Cn1c(Sc2nc3ccccc3n2C)nc2ccccc21	2	-3	-16	/	16	/	-2.2	2	-6	-1
NS(=O)(=O)c1cc(C(=O)NCC2CCCCC2)ccc1Cl	-3	-5	6	10	-6	-16	-0.2	2	3	1
CS(=O)(=O)c1ccc(Cl)c(NC(=O)C2CCCCN2S(=O)(=O)c2ccccc2)c1 (stereo unspecified)	3	-8	30	-6	-30	18	-0.2	-3	-5	0
CC(=O)Nc1ccc(Nc2c([N+](=O)[O-])cc(S(C)(=O)=O)cc2[N+](=O)[O-])cc1	6	-1	2	-50	-2	-6	0.3	-9	9	1
COc1ccc(NC(=O)COC(=O)CCCc2c[nH]c3ccccc23)cc1	-11	4	-19	/	19	/	-2.4	/	-1	0
CCc1ccc(N/C(N)=N/c2nc(CSc3ncccn3)cc(=O)[nH]2)cc1	9	0	10	-24	-10	-4	0.5	-4	2	-4
CN1CCN(S(=O)(=O)c2cccc(S(=O)(=O)c3ccc(Cl)c(Cl)c3)c2)CC1	-2	-2	-15	1	15	41	-2.4	0	-6	1
CC(=O)Nc1ccc(S(=O)(=O)Nc2ccc(NC(=O)c3ccco3)cc2)cc1	6	-2	8	-11	-8	-4	-5.2	6	-5	4
CCCOc1cccc(-c2nc3ccccc3c(=O)o2)c1	-13	-2	-21	12	21	8	-2.4	/	-11	-4
O=C(NCC(c1ccco1)N1CCc2ccccc2C1)c1c(F)cccc1F (stereo unspecified)	-19	1	-15	10	15	/	0.1	-5	-4	2
COc1cc(NC(=O)CSc2nc3[nH]ncc3c(=O)n2-c2ccc(Cl)cc2)cc(OC)c1	-25	-5	-10	-10	10	-4	-3.0	18	-25	15
CCN(CC)c1ncnc2c1ncn2Cc1c(Cl)cccc1Cl	-5	-1	1	-3	-1	-7	2.5	0	-5	-4
CC(=O)N/N=C/c1cc(C(C)(C)C)cc(/C=N/NC(C)=O)c1O	2	11	34	-23	-34	-32	-2.1	-22	-4	1
Cc1ccc(C)c(N2CCN(S(=O)(=O)c3ccc4c(c3)NC(=O)CO4)CC2)c1	23	-1	-19	-9	/	-13	-1.6	41	7	7
COCC(=O)NNC(=S)Nc1cccc(C)c1C	6	/	-16	4	16	5	-0.8	2	-2	-2
CCCCN(C)C(=O)c1coc(=O)c2ccccc12	-10	1	-41	-10	41	3	0.2	0	0	4

Random draw from the library, and some 4.3% of all compounds hit somewhere here.
